RSV antiviral HEp-2 = inhibition of RSV-induced cytopathic effect – HEp-2 cells, primary 10 µM value included (AID 2391) | HEp-2 cells, RSV-induced CPE inhibition; higher % means a stronger effect | CPE inhibition, % at 10 µM; hits with a dose series show IC50 in µM | hit rate 0.13% among 310,000; in the data active = a potency from the dose series; inconclusive = CPE inhibition mostly from about 23% at the one dose, without a potency; inactive = the rest, 99 in 100 with CPE inhibition below about 21%; also: strong numbers were not always called active
Salmonella PhoP GFP = inhibitors of PhoP regulon expression, primary screen, Salmonella Typhimurium, GFP reporter (AID 1863) | hit rate 0.16% among 300,000 | inhibition, % at 50 µM; hits with a dose series show IC50 in µM | S. Typhimurium PhoP-regulated promoter GFP reporter, 4 h; higher % means a stronger effect;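 active = inhibition over 29.93%, a cutoff 3 SD above the screen mean, later confirmed by dose response; inconclusive = inhibition over 29.93% but no dose response follow-up; inactive = inhibition at most 29.93% or unconfirmed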;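 also: 0% = low Mg2+ inducing control and 100% = high Mg2+ repressing control; strong numbers were not always called active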
SV40 large T antigen = SV40 large T antigen inhibitors, biochemical (AID 1903). SV40 large T antigen ATPase/helicase inhibition assay; higher % means a stronger effect. one-dose inhibition, % at 20 µM; IC50 in µM for titrated hits. hit rate 0.39% among 310,000; in the data active = a potency from the dose series; inconclusive = inhibition mostly from about 32% at the one dose, without a potency; inactive = the rest, 99 in 100 with inhibition below about 32%; also: strong numbers were not always called active
Numbers without * were called inactive; ? = inconclusive. This is a subset (hit frequency here may not be typical).

SMILES	RSV antiviral HEp-2	Salmonella PhoP GFP	SV40 large T antigen
O=C(CSc1nc(=O)n(CCCN2CCOCC2)c2c1CCC2)Nc1ccc(F)cc1	-1.1%	3%	6%
N#Cc1ccc(NC(=O)c2cc(S(=O)(=O)N3CCOCC3)ccc2N2CCCC2)cc1	2.1%	4%	11%
CCN1CCN(c2ccc(S(=O)(=O)N3CCCCC3)cc2NC(=O)Cc2ccccc2)CC1	-1.7%	-4%	17%
Cc1ccc(S(=O)(=O)N2CC(C(=O)O)=CC[C@H]2c2ccc3c(c2)OCO3)cc1	2.7%	-1%	18%
CN(CC(=O)Nc1cccc(F)c1)C(=O)CSc1ccc(Br)cc1	1.2%	6%	5%
CCOc1ccc(CCNC(=O)COC(=O)c2ccc3c(c2)OCCO3)cc1OCC	-1.3%	1%	3%
COc1ccc(C)c2sc(N(CCCN(C)C)C(=O)c3ccc(S(=O)(=O)N4CCc5ccccc5C4)cc3)nc12	-2.6%	1%	26%
CCN(CC(=O)Nc1c(F)cccc1F)C(=O)CCSc1ccc(F)cc1	-0.6%	-7%	15%
Cc1ccccc1NC(=O)CSc1nnc2ccc(-c3ccncc3)nn12	-1.7%	1%	5%
Cc1ccc(OCCC(=O)OCC(=O)Nc2ccc3[nH]c(=O)[nH]c3c2)cc1	-1.7%	-5%	8%
O=C(COC(=O)c1ccc(Cl)nc1)NC(=O)c1ccc(OC(F)F)cc1	-0.7%	-6%	18%
O=C(CCNS(=O)(=O)c1ccc(Cl)cc1)OCC(=O)N1CCN(C(=O)c2ccco2)CC1	-1.8%	-2%	9%
Cc1ccc(CN2C(=O)C(C)Nc3ncnc(N4CCN(c5ccccn5)CC4)c32)cc1 (centres undefined)	2.2%	3%	14%
Cc1cccc(NC(=O)CCc2nc3sc4c(c3c(=O)[nH]2)CCCC4)n1	-0.4%	-6%	11%
O=C(Nc1cccc(S(=O)(=O)N2CCCCCC2)c1)C1CCN(C(=O)c2ccc(F)cc2)CC1	?	-1%	7%
O=C(CSc1nc(=O)n2ccccc2n1)Nc1ccc2c(c1)OCO2	-0.9%	9%	10%
Cc1ccc(C)c(NC(=O)COC(=O)COc2cccc3c2OC(C)(C)C3)c1	-0.2%	-9%	15%
COc1ccc(C(CNC(=O)c2ccc(-c3cccc(C(F)(F)F)c3)o2)N2CCOCC2)cc1 (centres undefined)	11%	5%	5%
COc1ccc([C@@H]2CC=C(C(=O)O)[C@H](c3cccc(Cl)c3)N2S(=O)(=O)c2ccc(C)cc2)cc1OC	3.1%	-2%	11%
Cc1noc(C)c1CSCC(=O)N(C)CC(=O)Nc1ccc(F)c(F)c1F	2.6%	4%	4%
CC(Sc1nccn1C)C(=O)Nc1ccc(C(N)=O)cc1 (centres undefined)	-1.1%	-2%	22%
Cc1nc(-c2ccc(F)cc2)c(CC(=O)Nc2cccc(S(=O)(=O)N3CCOCC3)c2)s1	0.4%	-4%	12%
COc1cccc(NC(=O)CN(C)C(=O)/C=C/c2cn(Cc3ccccc3)nc2-c2cccnc2)c1	1.6%	1%	12%
CCOc1ccc(NC(=O)CN(C)C(=O)CCCOc2ccc(Br)cc2)cc1OCC	11%	-8%	10%
COc1ccc(F)cc1S(=O)(=O)NCC(c1ccc2c(c1)OCO2)N1CCN(C)CC1 (centres undefined)	-2.3%	-10%	3%
Cc1csc(=O)n1CCC(=O)OCC(=O)Nc1cc([N+](=O)[O-])ccc1Cl	-0.1%	4%	5%
O=C(COc1ccc2ccc(=O)oc2c1)Nc1cc([N+](=O)[O-])ccc1F	-0.8%	7%	14%
CN(CCOc1ccccc1)C(=O)c1cc(S(=O)(=O)N2CCOCC2)ccc1Cl	-0.4%	-4%	19%
Cc1ccccc1S(=O)(=O)N1[C@@H](c2cccc(Cl)c2)C(C(=O)O)=CC[C@H]1c1ccc(Cl)cc1	24%	16%	25%
CC1CCC(NC(=O)C2COc3ccccc3O2)CC1 (centres undefined)	1.1%	5%	3%
O=C(COC(=O)C1CCC1)Nc1cccc(S(=O)(=O)N2CCOCC2)c1	-1.6%	-7%	2%
Cc1ccc(C(=O)N2CCN(c3ccc(N4CCOCC4)nn3)CC2)cc1	-1.4%	-4%	19%
O=C(N/N=C/c1ccc(O)c(O)c1)c1cccc(S(=O)(=O)N2CCCC2)c1	0.2%	7%	4.7µM*
CCc1noc(C)c1C(=O)Nc1nc(-c2ccc(OC)c(OC)c2)cs1	0.8%	-2%	3%
CN(Cc1nc(-c2ccc(Cl)cc2)no1)C(=O)c1ccc2c(c1)OCO2	1.9%	-1%	8%
CCN(c1ccccc1)S(=O)(=O)c1ccc(C(=O)Nc2ccc(C)cn2)cc1	2.8%	-1%	4%
CN(CC(=O)Nc1ccccc1Br)C(=O)CCCSc1nc2ccccc2[nH]1	2.9%	-4%	13%
Cc1ccc(C)c2sc(N3CCN(C(=O)c4ccc([N+](=O)[O-])o4)CC3)nc12	50%	0%	13%
CC(OC(=O)CNS(=O)(=O)c1ccc(C#N)cc1)C(=O)Nc1ccc(Cl)cn1 (centres undefined)	-1.8%	-1%	11%
C#CCOCCOCCOCCNc1nc(N2CCN(C(=O)CCCCCCCCCCNC(=O)[C@@H](CCC(=O)O)n3cc(CCCCCN)nn3)CC2)nc(N2CCN(C(=O)CCCCCCCCCCNC(=O)[C@@H](CCC(=O)O)n3cc(CCCCCN)nn3)CC2)n1	3.0%	0%	23%
Cc1ccc(S(=O)(=O)CCC(=O)NCc2ccccc2F)cc1	-0.4%	-3%	13%
CC(=O)Nc1ccc(NC(=O)C(=O)NCC(c2ccco2)N2CCc3ccccc3C2)cc1 (centres undefined)	0.9%	-2%	11%
COc1ccc(N2CCN(C(=O)COC(=O)Cc3c(F)cccc3Cl)CC2)cc1	1.6%	4%	29%
Cc1ccc(NS(=O)(=O)c2ccc(C(=O)NCCCN3CCCC3=O)cc2)cc1	4.4%	0%	19%
O=C(NNC(=O)c1ccc2c(=O)n3c(nc2c1)CCC3)c1cccc(Cl)c1	2.9%	-4%	3%
O=C(NCc1ccco1)c1cccc(S(=O)(=O)N2CCN(Cc3ccccc3)CC2)c1	-0.8%	8%	19%
CCS(=O)(=O)c1ccc(-c2cccc(NC(=O)c3ccc(Br)o3)c2)nn1	0.3%	7%	5%
CCCN(CC(=O)Nc1ccccc1C)C(=O)COc1c(Cl)cccc1Cl	-2.0%	9%	9%
O=C(NCCC1CCCCN1S(=O)(=O)c1ccc(F)cc1)C(=O)NCc1ccccn1 (centres undefined)	-1.6%	-7%	9%
CCOc1ccc(OCCC(=O)OCC(=O)NC(C)c2ccccc2)cc1 (centres undefined)	-1.5%	0%	26%

SV40 large T antigen, hit marks shown above.
SMILES	RSV antiviral HEp-2	Salmonella PhoP GFP	SV40 large T antigen
O=C(N/N=C/c1ccc(O)c(O)c1)c1cccc(S(=O)(=O)N2CCCC2)c1	0.2%	7%	4.7µM*

(more compounds)
SMILES	RSV antiviral HEp-2	Salmonella PhoP GFP	SV40 large T antigen
O=C(NCCS(=O)(=O)N1CCN(c2ccccc2F)CC1)c1ccc(Cl)cc1	-2.2%	-7%	7%
CCCn1c(=O)c2[nH]c(-c3ccc(OCC(=O)Nc4ccc(C#N)cc4)cc3)nc2n(CCC)c1=O	-0.8%	2%	24%
COc1ccc(NC(=O)CN(C)C(=O)CC2CCCC2)cc1	2.2%	-4%	-2%
O=C(CSc1nccn(-c2ccc(Br)cc2)c1=O)NC1CCCC1	0.0%	-7%	13%
O=C(OCC(=O)N1CCN(c2ccccc2)CC1)c1ncc(Cl)c(Cl)c1Cl	-1.1%	-7%	13%
C#CCOCCOCCOCCNc1nc(N2CCN(C(=O)CCCCCCCCCCNC(=O)Cn3cc(C[C@@H](C)O)nn3)CC2)nc(N2CCN(C(=O)CCCCCCCCCCNC(=O)[C@@H](CCSC)n3cc(CCO)nn3)CC2)n1	8.3%	-9%	23%
COc1ccccc1C(=O)NCCC(=O)NCCCSc1ccccc1	-0.9%	2%	11%
C#CCOCCOCCOCCNc1nc(N2CCN(C(=O)CCCCCCCCCCNC(=O)Cn3cc(C[C@@H](C)O)nn3)CC2)nc(N2CCN(C(=O)CCCCCCCCCCNC(=O)[C@H](CCCCN)n3cc(C[C@@H](C)CC)nn3)CC2)n1	-1.7%	-3%	13%
Cc1cc(C(=O)N(C)CC(=O)Nc2ccc(Cl)c(C(F)(F)F)c2)no1	-0.9%	-1%	3%
CCN(CC(=O)Nc1c(F)cccc1F)C(=O)c1ccc(C)c(S(=O)(=O)N2CCCCC2)c1	0.0%	-7%	11%
COc1ccc(NS(=O)(=O)c2cccc(C(=O)NNC(=O)c3ccc(NC(C)=O)cc3)c2)cc1	-1.6%	2%	20%
CC(C)CN(C(=O)c1cc([N+](=O)[O-])cc([N+](=O)[O-])c1)C1CCS(=O)(=O)C1 (centres undefined)	1.7%	0%	15%
O=C(Nc1ccccc1N1CCCC1)c1ccc(N2CCCC2=O)cc1	0.7%	3%	18%
CCCCN(C(=O)c1ccc(-c2ccc([N+](=O)[O-])cc2)o1)c1c(N)n(CCCC)c(=O)[nH]c1=O	-2.8%	4%	5%
O=C(NCCCN1CCOCC1)c1cc2ccccc2cc1O	-0.3%	-10%	32%
CCCCn1c(N)c(N(CC)C(=O)C2=COCCO2)c(=O)[nH]c1=O	0.7%	0%	12%
CCCOc1ccc(C(=O)NNC(=O)c2cccc(S(=O)(=O)N3CCN(C(C)=O)CC3)c2)cc1OC	-0.4%	3%	6%
Cc1cccc(C)c1NC(=O)CN(C)C(=O)c1cccc(S(=O)(=O)N2CCN(C)CC2)c1	-1.1%	-3%	11%
O=C(COc1coc(CN2CCN(c3ccccc3)CC2)cc1=O)NC1CCCC1	1.0%	-2%	10%
CCCN(C(=O)COC(=O)c1[nH]c(C)c(C(=O)OC)c1C)c1c(N)n(Cc2ccccc2)c(=O)[nH]c1=O	0.4%	1%	11%

A run of entries from the list above:
SMILES	RSV antiviral HEp-2	Salmonella PhoP GFP	SV40 large T antigen
CCCCn1c(N)c(N(CC)C(=O)C2=COCCO2)c(=O)[nH]c1=O	0.7%	0%	12%
CCCOc1ccc(C(=O)NNC(=O)c2cccc(S(=O)(=O)N3CCN(C(C)=O)CC3)c2)cc1OC	-0.4%	3%	6%
Cc1cccc(C)c1NC(=O)CN(C)C(=O)c1cccc(S(=O)(=O)N2CCN(C)CC2)c1	-1.1%	-3%	11%
O=C(COc1coc(CN2CCN(c3ccccc3)CC2)cc1=O)NC1CCCC1	1.0%	-2%	10%
CCCN(C(=O)COC(=O)c1[nH]c(C)c(C(=O)OC)c1C)c1c(N)n(Cc2ccccc2)c(=O)[nH]c1=O	0.4%	1%	11%

The results go on:
SMILES	RSV antiviral HEp-2	Salmonella PhoP GFP	SV40 large T antigen
CCCCCCSc1ccc([C@H]2N[C@@](Cc3ccccc3)(C(=O)OC)[C@H]3C(=O)N(CC)C(=O)[C@@H]23)cc1	3.9%	1%	19%
COc1ccc(OCCOC(=O)CCS(=O)(=O)c2ccc(C)cc2)cc1	-0.8%	-3%	11%
CCOc1ccccc1NC(=O)COc1coc(CN2CCc3ccccc3C2)cc1=O	6.0%	0%	20%
CCOc1ccc(N=NC2C(=O)N(C(N)=S)N=C2C)cc1 (centres undefined)	-0.3%	15%	4%
COC(=O)c1ccccc1S(=O)(=O)N1CCC(C(=O)OCc2ccc([N+](=O)[O-])cc2)CC1	0.6%	15%	12%
CC(=O)Nc1ccc(NC(=O)C(C)OC(=O)CCCN=C2NS(=O)(=O)c3ccccc32)cc1 (centres undefined)	-2.0%	-3%	2%
O=C(CNC(=O)c1sc2ccccc2c1Cl)NCc1ccc(F)cc1	-2.3%	3%	16%
CC1CN(C(=O)c2cc3ccccc3cc2O)CC(C)O1 (centres undefined)	-1.4%	-8%	20%
Cc1cc(NC(=O)CSc2nc(=O)n(CCCN(C)C)c3c2CCCC3)no1	-2.9%	0%	9%
CCCCCN(C(=O)CCC(=O)OCc1ccc(C(C)C)cc1)c1c(N)n(CCCC)c(=O)[nH]c1=O	-2.3%	7%	7%
O=C(CCC1CCCCC1)NCCS(=O)(=O)N1CCN(c2ccccc2F)CC1	2.8%	4%	0%
O=C(COc1ccccc1)NCC(=O)Nc1ccncc1	-0.4%	4%	-1%
CCc1noc(C)c1C(=O)N(Cc1ccccc1)c1c(N)n(CCOC)c(=O)[nH]c1=O	-1.5%	-8%	6%
COc1ccc(OC)c(-c2nn(-c3ccccc3)cc2C(=O)NCC(c2cccs2)N2CCOCC2)c1 (centres undefined)	-1.9%	-5%	13%
CC(C)(CNC(=O)c1ccc(S(=O)(=O)Nc2ccccc2F)cc1)N1CCOCC1	-0.7%	9%	4%
CN1CCN(S(=O)(=O)c2cccc(C(=O)N(C)C(c3ccccc3)c3ccccc3)c2)CC1	-2.2%	-4%	11%
CCCOc1cc(N)ccc1C(=O)OCCN(CC)CC	-0.1%	-5%	10%
COc1ccc(-n2nnnc2CNC(=O)C(=O)c2c[nH]c3ccccc23)cc1	3.2%	-3%	13%
CCN(CC)CCNC(=O)c1ccc(NC(=O)c2cccc(-n3cnnn3)c2)cc1	-1.2%	-2%	9%
O=C(CNC(=O)c1ccc2c(c1)S(=O)(=O)N=C1CCCCCN12)Nc1ccc(F)c(F)c1	-1.4%	4%	6%
Cc1ccc(S(=O)(=O)N(C)C)cc1NC(=O)C1CCCN(C(=O)c2ccc(Cl)cc2)C1 (centres undefined)	0.9%	-5%	8%
